# Casp6 inh: caspase-6 (human) enzyme inhibition; P55212; purified caspase-6, Z-VEID-R110 cleavage fluorescence; inhibition, % at 12.5 µM; 350,000 tested, 0.53% active;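 active means mean inhibition across replicates at least about 35%, with every replicate also reaching that limit, limit read from the data; inconclusive means only one of the two criteria met; inactive means neither criterion met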;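 further: 0% = median of neutral control wells and 100% = no fluorescence left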
# ERp5 block: blocks human ERp5 reductase activity on insulin | ERp5 insulin aggregation, absorbance 650 nm, 90 min | inhibition, % at 9.99 µM | 350,000 tested, 0.05% active | AID 651711;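 active means mean replicate inhibition above about 25%, with every replicate also reaching it, limit read from the data, passing the limit was not always enough; inconclusive means only one of those two criteria met; inactive means neither criterion met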
# Target sequence (Q15084 whole entry, looked up): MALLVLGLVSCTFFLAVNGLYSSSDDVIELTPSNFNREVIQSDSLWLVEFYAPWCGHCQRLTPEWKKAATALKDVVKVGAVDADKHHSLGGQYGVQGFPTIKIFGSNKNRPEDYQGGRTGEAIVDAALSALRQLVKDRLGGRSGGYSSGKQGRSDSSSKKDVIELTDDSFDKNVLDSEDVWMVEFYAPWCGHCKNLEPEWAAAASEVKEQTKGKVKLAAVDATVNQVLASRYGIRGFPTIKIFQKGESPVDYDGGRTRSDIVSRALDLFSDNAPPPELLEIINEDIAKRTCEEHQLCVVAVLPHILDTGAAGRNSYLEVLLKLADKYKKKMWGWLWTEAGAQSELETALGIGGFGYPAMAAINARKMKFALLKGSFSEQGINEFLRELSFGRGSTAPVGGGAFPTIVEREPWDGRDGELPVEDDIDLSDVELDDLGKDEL
# RAD54 branch: RAD54 (human) branch migration inhibition; Q92698; RAD54 Holliday junction branch migration, FAM/BHQ fluorescence; inhibition, % at 10.4 µM; 360,000 tested, 0.14% active; AID 602329;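 active means mean normalized replicate activity at least 40 and at least half of replicates scoring 40 or more; inconclusive means only one of the two criteria met; inactive means mean below 40 and under half of replicates reaching 40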;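 further: 0% = median of neutral control wells and 100% = median of positive control wells; inhibitors cause a drop in the FAM fluorescence signal; in these data hits start at about 50%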
# RAD52 inh: blocks human RAD52 DNA annealing; P43351; recombinant RAD52 DNA annealing, FRET fluorescence; inhibition, % at 18.7 µM; 360,000 tested, 0.46% active;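 active means every replicate showing at least 50% inhibition; inconclusive means mean inhibition at least 50% but not in every replicate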
# E-sel inducer: E-selectin induction on HUVECs | P16581 | HUVEC E-selectin immunofluorescence imaging; normalized: neutral wells 0, TNF-alpha wells 100 | activation, % at 7.58 µM | 260,000 tested, 0.37% active | AID 686992;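 active means mean E-selectin-positive cell signal at least 10% of the positive control, reached in at least 60% of replicates, without over 20% cell loss; inconclusive means no rule given, readout overlaps actives, possibly toxicity-flagged; inactive means the rest, including those meeting only one limit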;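 further: in these data hits start at about 27%; measured in HUVEC primary endothelial cells; signal is the percent of cells scored E-selectin positive by PE staining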
# Target sequence (P16581 whole entry, looked up): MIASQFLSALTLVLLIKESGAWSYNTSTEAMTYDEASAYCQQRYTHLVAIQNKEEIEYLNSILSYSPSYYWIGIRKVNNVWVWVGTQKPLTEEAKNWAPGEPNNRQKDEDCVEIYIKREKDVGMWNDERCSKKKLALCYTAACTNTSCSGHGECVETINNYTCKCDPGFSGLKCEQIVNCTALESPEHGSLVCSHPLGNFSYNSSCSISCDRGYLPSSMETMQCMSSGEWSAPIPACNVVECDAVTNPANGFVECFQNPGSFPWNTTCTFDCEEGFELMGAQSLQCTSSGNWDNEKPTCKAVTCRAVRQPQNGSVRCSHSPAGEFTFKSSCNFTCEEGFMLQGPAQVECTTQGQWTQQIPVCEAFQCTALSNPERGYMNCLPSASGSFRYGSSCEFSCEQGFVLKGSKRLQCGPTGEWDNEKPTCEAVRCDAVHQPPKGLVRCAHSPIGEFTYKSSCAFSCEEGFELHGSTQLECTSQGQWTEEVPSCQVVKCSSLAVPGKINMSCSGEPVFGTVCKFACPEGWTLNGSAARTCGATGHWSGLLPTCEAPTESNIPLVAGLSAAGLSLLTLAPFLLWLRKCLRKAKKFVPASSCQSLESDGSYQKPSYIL
#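 System: HUVEC, human umbilical vein endothelial cells; quantity: 3,000 cells/well; buffer or medium: EGM-2 medium, gelatin-coated wells; dosing: single-point compound dose; detection: immunofluorescence imaging; evaluation: % PE-positive cells; benchmarks: TNF-alpha, DMSO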
# ARNT TACC3 PPI: disruptors of human ARNT/TACC3 interaction; Q9Y6A5; AlphaScreen His-ARNT PAS-B/GST-TACC3 binding, luminescence; TACC3 fragment carries E629A point mutation; inhibition, % at 9.99 µM; 390,000 tested, 0.66% active; AID 623870;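 active means mean inhibition of replicates at least 50% and at least half of replicates each reaching 50%; inconclusive means half or more replicates reach 50% but mean below 50%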;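 further: 0% = complete ARNT plus TACC3 wells and 100% = ARNT alone without TACC3; many hits fall short of the cut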
# esBAF inh: blocks esBAF chromatin remodeling in mouse ES cells | Bmi1-luciferase knock-in reporter, 24 h; 100% = twice the neutral-well signal | reporter increase, % at 12.5 µM | 350,000 tested, 2% active | AID 602393; in the data active means activation above about 40%; inconclusive means no clear call, values can overlap the other calls;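 further: 0% = median of the plate's neutral control wells and 100% = double that signal; a rise in the Bmi1 reporter signal indicates esBAF inhibition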
# PglD DTNB: PglD (C. jejuni) enzyme inhibition. 360,000 tested, 0.098% active. purified PglD enzyme, DTNB colorimetric CoA detection. inhibition, % at 12.5 µM; in the data active means inhibition above about 16%, passing the limit was not always enough; inconclusive means no clear call, values can overlap the other calls; further: strong numbers were not always called active
# Active calls of the source: *; ? = inconclusive; . = not tested or not shown; & = joins results of further samples.
# Fields: Casp6 inh	ERp5 block	RAD54 branch	RAD52 inh	E-sel inducer	ARNT TACC3 PPI	esBAF inh	PglD DTNB
C[C@H]1CN([C@@H](C)CO)C(=O)Cc2cc(NS(=O)(=O)c3cn(C)cn3)ccc2O[C@H]1CN(C)Cc1ccc(Oc2ccccc2)cc1
  7	-1	2	-27	0.1	3	-1	3
CC(CNC(=O)C1CCCN(S(=O)(=O)N2CCOCC2)C1)c1ccccc1 (centres undefined)
  0	6	.	-13	16	-1	-4	.
CCCC(=O)N1c2ccccc2C(=C2SC(C(=O)OC)=C(C(=O)OC)S2)C(=S)C1(C)C
  .	.	-4	.	.	33	-5	-1
CC(C)OCCCNC(=S)N1CCC(C(=O)c2ccc(Cl)cc2)CC1
  -2	2	-9	2	0.5	-3	1	6
O=C(O)c1cc(-c2cccnc2)nn1-c1ccccn1
  .	.	-8	.	.	-8	-1	6
COC(=O)[C@]1(C)N[C@H](CN(C)C(C)=O)[C@@H]2C(=O)N(C)C(=O)[C@@H]21
  6	3	-16	-4	-0.1	-1	-5	0
COC(=O)c1ccc2c(c1)N(Cc1ccccc1F)C(=O)c1ccccc1S2=O (centres undefined)
  -1	4	4	-13	1.0	.	4	-1
COc1ccccc1NC(=O)N[C@H]1C=C[C@@H](CC(=O)N[C@H](C)c2ccccc2)O[C@H]1CO
  2	-2	-6	-8	0.2	-3	0	-2
C[C@H](CO)N1C[C@H](C)[C@H](CN(C)C(=O)Nc2ccc3c(c2)OCO3)Oc2ccc(NC(=O)Cc3cn(C)c4ccccc34)cc2CC1=O
  -3	-7	-4	16	-4.4	2	6	-5
CN(CCCNC(=O)CSc1cc(=O)n(C)c2ccc(Cl)cc12)Cc1ccccc1
  -3	4	9	-4	-0.9	36	-1	1
Cc1nc2cc(NC(=O)CCS(=O)(=O)c3ccccc3)ccc2s1
  -1	3	11	-17	.	21	.	5
C[C@@H]1CN([C@@H](C)CO)C(=O)c2cc(-c3ccc(C#N)cc3)cnc2O[C@H]1CN(C)C(=O)Nc1ccccc1
  0	-1	6	0	0.1	-7	2	2
CCc1ccc(N2CC(C(=O)NC3=NCCS3)CC2=O)cc1 (centres undefined)
  .	.	0	.	.	-2	-6	-3
Cc1ccc(-c2cnc3c(c2)C(=O)N([C@H](C)CO)C[C@@H](C)[C@H](CN(C)CC2CCCC2)O3)cc1
  6	2	1	8	0.6	-1	-3	-5
CCOC(=O)c1cc(S(=O)(=O)N(C)Cc2ccccc2)cn1C
  6	4	-2	-6	.	-9	-4	-3
O=C(Nc1ccc(C(F)(F)F)cc1)N1[C@@H]2CNC[C@H]1C2c1ccc(-c2ccccc2F)cc1 (some centres undefined)
  5	4	.	35	0.4&-0.1	.	.	.
CCCc1cc(=O)[nH]c2nnc(SCC(=O)Nc3ccc(NC(C)=O)cc3)n12
  7	-2	3	-8	.	-4	-1	-6
O=S(=O)(c1ccccc1)N1C[C@H]2[C@@H](c3ccccc31)[C@@H](CO)N2Cc1ccc2c(c1)OCO2
  -2	0	-18	-238	0.0	-4	-3	6
Cc1nc2ccc(S(=O)(=O)NCC(=O)N(C)Cc3ccccc3)cc2s1
  2	2	.	-14	.	-5	.	.
CC(C)C[C@@H](CO)N1CCN(Cc2ccccc2)CCC1=O
  .	.	3	.	-0.1	-6	-1	-1
C[C@@H]1CN([C@@H](C)CO)C(=O)Cc2cc(NC(=O)Cn3cnnn3)ccc2O[C@H]1CN(C)Cc1ccc2c(c1)OCO2
  -2	-4	1	8	.	-20	-3	0
C[C@@H]1CCCCO[C@@H](CN(C)S(=O)(=O)c2ccc(Cl)cc2)[C@H](C)CN([C@@H](C)CO)C(=O)c2cc(NS(=O)(=O)c3cccs3)ccc2O1
  -1	1	-3	8	-0.3	-12	8	-3
CCOc1ccccc1NC(=S)N1CCCc2ccccc21
  .	-1	2	13	0.3	1	5	2
Cc1c(NC(=O)C(C)OC(=O)COc2ccc(C#N)cc2)c(=O)n(-c2ccccc2)n1C (centres undefined)
  1	3	.	-13	-0.1	.	.	.
O=C(COC(=O)c1ccc(O)cc1)Nc1nccs1
  1	3	-6	-26	.	-3	15	7
COc1cc(C)ccc1OCc1cc(C(=O)N2CCCCCCC2)no1
  -3	-3	1	-4	-0.8	12	55*	0
CO[C@@H]1CN(C)C(=O)c2ccc(NC(=O)c3ccno3)cc2OC[C@H](C)N(S(C)(=O)=O)C[C@H]1C
  3	1	-11	-136	0.2	5	-5	0
CCCCNC(=S)Nc1ccc2[nH]c(=O)[nH]c2c1
  -1	-3	-2	-9	1.9	0	-2	-9
COc1ccc(NC(=O)N2CCn3c2nc2ccccc23)cc1
  .	.	4	.	.	-1	16	0
C=CCOC(=O)C(C#N)c1nc2ccccc2nc1N1CCC(C(=O)OCC)CC1 (centres undefined)
  .	.	-7	.	.	1	7	2
O=C(c1cn(-c2ccccc2)nc1-c1ccccc1)N1CCN(c2ccccn2)CC1
  2	5	-2	-13	.	2	30	-1
O=C(NCC[C@@H]1CC[C@@H](NS(=O)(=O)c2cccc(F)c2)[C@H](CO)O1)C1CCCCC1
  1	-3	0	1	-0.6	0	1	1
O=C(Cn1c(C(=O)c2ccccc2)nc2ccccc21)c1ccc(Cl)cc1
  2	1	.	-4	1.3	-3	.	.
COc1cc(C#Cc2c(-c3cncn3C)n(C)c3ccc(-c4ccc5cc[nH]c5c4)cc23)cc(OC)c1
  2	-1	-9	-20	0.9	2	24	0
CCN(CC(=O)Nc1ccc(C(=O)OC)cc1)Cc1ccccc1
  -1	-8	-9	-18	.	-2	-9	4
CC1CN(C(=O)c2cc([N+](=O)[O-])cc([N+](=O)[O-])c2)CC(C)O1 (centres undefined)
  2	0	-10	1	0.3	-13	-4	5
O=C1NC[C@H](c2ccccc2)N(CCc2cccc3ccccc23)C1=O
  -1	10	0	-8	0.2	-2	16	5
COC(=O)c1ccc(NC(=O)CN(c2ccc(C)cc2)S(=O)(=O)c2c(C)n[nH]c2C)cc1
  .	.	0	.	.	-2	6	6
CCCCCCn1nc(C(=O)N(CC(C)C)c2c(N)n(CCCC)c(=O)[nH]c2=O)c2ccccc2c1=O
  2	6	-4	0	0.1	0	.	.
O=C(Cn1cnc2cc([N+](=O)[O-])ccc2c1=O)NCCc1ccc(F)cc1
  1	5	6	-5	.	3	-11	-7
Cn1c(=O)[nH]c(=O)c2c1nc(N1CCCC1)n2CC(O)COc1ccccc1 (centres undefined)
  2	9	3	-20	.	-3	3	-4
COc1ccc(-c2nnn(CC(=O)NC(=O)NC3CCCCC3)n2)cc1OC
  2	6	1	6	2.8	.	-1	5
Cc1ccccc1CSc1nnc(-c2ccccn2)n1C
  1	2	-19	-2	0.3	.	?	1
O=C(N/N=C/c1ccc([N+](=O)[O-])o1)c1cccc(S(=O)(=O)N2CCOCC2)c1
  4	3	.	-22	.	1	.	.
COCCNC(=O)CSc1nc2ccccc2c(=O)n1CC1CCCO1 (centres undefined)
  .	.	-2	.	.	-8	-8	2
Cc1cccc(NC(=O)C2CC(=O)NC(Nc3nc4ccccc4s3)=N2)c1 (centres undefined)
  -1	-3	.	-12	1.8	.	.	.
O=C(N[C@H]1CC[C@H](CC(=O)N2CCOCC2)O[C@@H]1CO)c1ccc2c(c1)OCO2
  0	-8	4	-9	-0.3	-1	-4	0
Cc1ccn2c(=O)c(C(=O)NCCN3CCOCC3)c(O)nc2c1
  -5	5	-6	-8	.	0	6	-3
c1ccc(CCCNCC2COc3ccccc3O2)cc1 (centres undefined)
  0	3	.	-35	.	-2	.	.
O=C(O)C[C@@H]1C[C@@H]2c3cc(NS(=O)(=O)c4ccccc4)ccc3O[C@@H]2[C@H](CO)O1
  3	-4	.	-14	0.2	.	.	.
O=c1[nH][nH]c(=O)c2cc(N3CCCC3)ccc12
  1	-4	-1	-4	.	-3	16	-3
O=C(C[C@H]1C[C@@H]2c3cc(NC(=O)Nc4ccccc4)ccc3O[C@@H]2[C@H](CO)O1)NC1CCCC1
  6	-2	-16	-1	0.3	6	5	-2
CCCNC(=O)N1[C@H](CO)[C@@H](c2ccccc2C2=CCCC2)[C@@H]1C#N
  0	2	.	16	-0.1	.	.	.
CCN1C(=O)CC(N2CCC(Nc3ccc(OC)cc3)CC2)C1=O (centres undefined)
  .	.	3	.	.	-10	4	-1
Cc1ccc(C(=O)CNc2cccc([N+](=O)[O-])c2)cc1
  -2	2	3	-67	.	-4	24	5
CC(C)CN(C(=O)COC(=O)CCCc1nc2ccccc2s1)c1c(N)n(Cc2ccccc2)c(=O)[nH]c1=O
  2	7	.	-14	.	-1	.	.
COC(=O)C(=O)C/C(=N/Nc1ncnc2ccccc12)c1ccc(Cl)cc1
  5	-1	-16	-31	1.4	14	11	4
Cc1sc(NC(=O)C2CCCCC2)c(C#N)c1-c1ccccc1
  .	.	-10	.	.	-18	93*	8
C#CCOCCOCCOCCNc1nc(N2CCN(C(=O)CCCCCCCCCCNC(=O)Cn3cc(CCCCCN)nn3)CC2)nc(N2CCN(C(=O)CCCCCCCCCCNC(=O)[C@@H](CCC(=O)O)n3cc(CCCCCN)nn3)CC2)n1
  .	.	4	.	.	17	1	1
C=CCCCCCCCCc1nc(SCC(C)=O)n[nH]1
  -2	5	.	-8	.	-1	.	.

# Continuation.
# Fields: Casp6 inh	ERp5 block	RAD54 branch	RAD52 inh	E-sel inducer	ARNT TACC3 PPI	esBAF inh	PglD DTNB
COc1cc(C(=O)Nc2nc3ccc4nc(C)sc4c3s2)cc(OC)c1OC
  .	.	0	.	.	-3	-6	-1
CCN(CC)CCn1c2ccc(F)cc2c2nc(C)sc21
  .	.	?	.	.	-1	-2	-5
CO[C@@H]1CN(C)C(=O)c2cc(NC(=O)c3cnccn3)ccc2OC[C@@H](C)N(C(C)=O)C[C@H]1C
  -1	3	-2	-23	-0.1	4	2	1
CCC(c1ccccc1)C(CC)c1cc(O)c(O)c(O)c1 (centres undefined)
  17	-9	3	-7	1.0	5	-15	-6
O=C(COC(=O)c1ccccc1F)Nc1cc(S(=O)(=O)N2CCOCC2)ccc1N1CCCC1
  1	2	.	-63	.	3	.	.
C[C@@H]1CN([C@H](C)CO)C(=O)CCCn2cc(nn2)CO[C@H]1CN(C)C(=O)Nc1ccc(N2CCN(C)CC2)cc1
  -72	2	8	62*	-0.1	-7	-9&1	2
O=[N+]([O-])c1ccccc1S(=O)(=O)N1CCN(Cc2cc3c(cc2O)OCO3)CC1
  0	6	4	-7	.	0	0	8
Cc1ccccc1S(=O)(=O)N1CC[C@@H]2[C@@H](CO)Nc3ccc(C#Cc4ccccc4)cc3[C@@H]21
  -3	1	-6	-24	-0.3	11	6	5
COc1ccccc1C(=O)Nc1nnc(-c2ccc(Cl)cc2)o1
  -1	-6	-10	-7	0.1	16	-2	-1
C[C@H]1CN([C@@H](C)CO)C(=O)c2cc(NS(=O)(=O)c3cccs3)ccc2O[C@@H]1CN(C)S(=O)(=O)c1ccc(F)cc1
  -3	4	-4	-13	0.0	-12	-1	2
NC(=O)c1ccc(NC(=O)COc2ccc([N+](=O)[O-])cc2Cl)cc1
  -2	2	.	-2	.	-4	.	.
O=C(Nc1ccccc1)C1CCN(S(=O)(=O)c2ccc3c(c2)OCCO3)CC1
  36*	3	.	-17	.	-2	.	.
Cc1ccc(CNC(=O)Cn2cccc2)cc1
  1	1	0	-15	.	-8	7	0
